Assay outcomes as filed in PubChem.
P. falciparum M17LAP: P. falciparum M17LAP inhibitors, primary screen, biochemical, fluorogenic H-Leu-NHMec substrate, 1536-well (AID 1619); recombinant M17LAP, H-Leu-NHMec fluorogenic kinetic assay; higher % means a stronger effect; inhibition, % at 30 µM, or IC50 in µM where a hit was titrated; 0.38% of 220,000 active;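 active means compound inhibiting the enzyme by more than half at any dose during confirmatory dose-response retesting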;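 further: plate controls were full reaction with DMSO carrier for no effect and no enzyme background for full effect; strong numbers were not always called active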
PMI inhibitors: inhibitors of human PMI, primary screen, biochemical, fluorescence intensity, coupled assay (AID 1209); purified PMI enzyme, coupled fluorescence intensity; higher % means a stronger effect; 0.42% of 190,000 active; inhibition, % at 20 µM, or IC50 in µM where a hit was titrated;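 further: plate controls were DMSO vehicle for no effect and wells lacking substrate for full effect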
RSV CPE inhibition: RSV antiviral activity via CPE protection, HEp-2 cells, primary 10 µM value included (AID 2391). 0.13% of 310,000 active. HEp-2 cells, RSV-induced CPE inhibition; higher % means a stronger effect. CPE inhibition, % at 10 µM; hits with a dose series show IC50 in µM; in the data active means a potency from the dose series; further: strong numbers were not always called active
T cell modulator: T cell immune modulators affecting CD8 T cell-vesicle binding; 2C CD8+ T cell-vesicle binding, flow cytometry; hits give low values; calls only at 7 µM; 0.068% of 330,000 active; AID 2052;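 active means response, share of CD8 T cells binding vesicles, and their 90th percentile fluorescence all below set limits, cut at about 80% in these data, passing the limit was not always enough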
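Read-out – percent CD8+ FL2 mean versus row control · System – murine 2C transgenic CD8+ T lymphocytes · Times – 1.5 h cell–vesicle binding at 37 °C, then 20 min icy labelling · Control set – naked vesicles low, QL9 vesicles with vehicle high · Detection – cytometric PE anti-B7-1 and Alexa647 anti-CD8 signals after 1% paraformaldehyde fixation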
M1AAP inhibition: P. falciparum M1AAP inhibitors, biochemical, fluorogenic H-Leu-NHMec substrate, 1536-well (AID 1445) | one-dose inhibition, % at 30 µM; IC50 in µM for titrated hits | recombinant M1AAP, H-Leu-NHMec fluorogenic kinetic assay; higher % means a stronger effect | 0.42% of 220,000 active;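 active means primary inhibition above the hit cutoff, then over 50% inhibition at one or more dose response concentrations, cut at about 23% in these data, passing the limit was not always enough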;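 further: plate controls were DMSO full reaction for no effect and no enzyme background for full effect; strong numbers were not always called active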
TNAP activators: stimulation of alkaline phosphatase TNAP activity – biochemical, luminescent, no phosphate acceptor, uHTS, primary screen (AID 1001); activation fold at 20 µM, or EC50 in µM where a hit was titrated; 0.03% of 200,000 active; purified TNAP, luminescent activation assay, no phosphate acceptor; higher activation fold means a stronger effect; in the data active means activation fold from about 3, or a potency from the dose series; inactive means the rest, 99 in 100 with activation fold below about 1.6; further: many of its hits are not listed in these tables
West Nile antiviral: inhibition of WNV-induced cytopathic effect – cell-based, CPE readout (AID 1621); West Nile virus-infected cells, CPE inhibition; higher % means a stronger effect; one-dose CPE inhibition, % at 10 µM; IC50 in µM for titrated hits; 0.02% of 290,000 active; in the data active means a potency from the dose series; further: strong numbers were not always called active
UTI89 phage lysis: protection from phage-mediated lysis, alamar blue read-out – E. coli UTI89, K1F phage, bacterial capsule biogenesis inhibitors (AID 488966). E. coli UTI89 K1F phage lysis, alamar blue, 2 h; higher % means a stronger effect. one-dose inhibition, % at 100 µM; IC50 in µM for titrated hits. 0.02% of 340,000 active;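 active means phage lysis inhibition, versus mean bacterial control, above a set limit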;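 further: capsule biogenesis inhibitors block K1F phage lysis so surviving cells raise fluorescence; higher fluorescence means more inhibition of phage lysis; actives were called in the ten point dose series up to 300 µM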
human PMI inhibitors: MPI inhibition at elevated mannose 6-phosphate – biochemical, fluorescence intensity, high mannose 6-phosphate, primary screen (AID 1220); 0.66% of 190,000 active; recombinant PMI enzyme, coupled fluorescence intensity; higher % means a stronger effect; inhibition, % at 20 µM, or IC50 in µM where a hit was titrated
T cell modulator vesicle-bound %: also measured in T cell modulator; calls as there; double positive events, %; measured here: CD8+ vesicle-bound cell fraction;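 binding gate set so that unloaded-vesicle control wells show 10% double positive cells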
Active calls of the source: *; [ ] = dose if it differs, or a comment. Unless noted, no stated cut-off is given here; in the data, active means inhibition above about 50%; inactive means the rest.

How did CC1=C(C(=O)OCC2CCCO2)C(c2coc3ccccc3c2=O)C2=C(CC(C)(C)CC2=O)N1 (stereo not drawn) do in these assays?
P. falciparum M17LAP: 4.9%; PMI inhibitors: -6.5%; RSV CPE inhibition: -0.7%; T cell modulator: inactive; M1AAP inhibition: 4.2%; TNAP activators: 1; West Nile antiviral: 1.2%; UTI89 phage lysis: -1.7%; human PMI inhibitors: -4.3%; T cell modulator vesicle-bound %: 19.4

How did Cc1ccc(S(=O)(=O)CC(=O)Nc2ccc(F)c(F)c2F)cc1 do in these assays?
P. falciparum M17LAP: -1.2%; RSV CPE inhibition: 1.1%; T cell modulator: inactive; M1AAP inhibition: 1.3%; West Nile antiviral: 0.3%; UTI89 phage lysis: -0.4%; T cell modulator vesicle-bound %: 24.9

How did O=C(NCCCCc1ccccc1)c1ccccc1Cl do in these assays?
P. falciparum M17LAP: 11.2%; PMI inhibitors: -19.4%; RSV CPE inhibition: 2.6%; T cell modulator: inactive; M1AAP inhibition: 5.3%; TNAP activators: 1.1; West Nile antiviral: -1.2%; UTI89 phage lysis: -0.3%; human PMI inhibitors: -15.0%; T cell modulator vesicle-bound %: 53.2

Results for Cc1ccccc1CNC(=O)C(=O)Nc1nccs1 ?
P. falciparum M17LAP: -5.6%; PMI inhibitors: -68.0%; RSV CPE inhibition: 1.3%; T cell modulator: inactive; M1AAP inhibition: 3.5%; TNAP activators: 1.3; West Nile antiviral: -0.1%; UTI89 phage lysis: 0.1%; human PMI inhibitors: -82.6%; T cell modulator vesicle-bound %: 40.4

What do the screens show for `BrCCOCCOc1ccc2ccccc2c1`?
P. falciparum M17LAP: -5.3%; PMI inhibitors: -8.6%; RSV CPE inhibition: 3.5%; T cell modulator: inactive; M1AAP inhibition: -3.2%; TNAP activators: 1; West Nile antiviral: -0.3%; UTI89 phage lysis: -1.0%; human PMI inhibitors: -25.7%; T cell modulator vesicle-bound %: 47.8

How did O=C(CC1C(=O)NCCN1C(=O)Nc1ccccc1)Nc1ccc2c(c1)OCO2 (stereo not drawn) do in these assays?
P. falciparum M17LAP: 12.7%; PMI inhibitors: -6.3%; RSV CPE inhibition: -1.0%; T cell modulator: inactive; M1AAP inhibition: 2.5%; TNAP activators: 1.1; West Nile antiviral: 1.0%; UTI89 phage lysis: 0.8%; human PMI inhibitors: -3.0%; T cell modulator vesicle-bound %: 23.9

How did O=S(=O)(Nc1nc(-c2sccc2Cl)cs1)c1cc(Cl)ccc1Cl do in these assays?
P. falciparum M17LAP: 52.4%; PMI inhibitors: 41.2%; RSV CPE inhibition: 11.5%; T cell modulator: inactive; M1AAP inhibition: 44.1µM*; TNAP activators: 1.1; West Nile antiviral: 0.2%; UTI89 phage lysis: -1.8%; human PMI inhibitors: -22.8%; T cell modulator vesicle-bound %: 33.9

What do the screens show for `CC1(C)Cc2ccccc2-c2nc3ccccc3c(=O)n21`?
P. falciparum M17LAP: -0.3%; PMI inhibitors: 4.0%; RSV CPE inhibition: 7.6%; T cell modulator: inactive; M1AAP inhibition: 4.1%; TNAP activators: 1.1; West Nile antiviral: -0.2%; UTI89 phage lysis: 0.7%; human PMI inhibitors: 0.4%; T cell modulator vesicle-bound %: 53.3

What do the screens show for `CC(=O)Nc1ccc(Br)cc1C(=O)C(=O)O`?
P. falciparum M17LAP: 10.6%; PMI inhibitors: 2.6%; RSV CPE inhibition: 2.0%; T cell modulator: inactive; M1AAP inhibition: -0.9%; TNAP activators: 1.1; West Nile antiviral: -0.5%; UTI89 phage lysis: -4.4%; human PMI inhibitors: 13.5%; T cell modulator vesicle-bound %: 19.5

How did CC(=O)Nc1ccc(OCC(=O)NCc2ccc3c(c2)OCO3)cc1 do in these assays?
P. falciparum M17LAP: -0.5%; PMI inhibitors: 1.9%; RSV CPE inhibition: 1.4%; T cell modulator: inactive; M1AAP inhibition: -3.1%; TNAP activators: 1.1; West Nile antiviral: 0.2%; UTI89 phage lysis: -0.3%; human PMI inhibitors: 5.2%; T cell modulator vesicle-bound %: 10.8

What do the screens show for `Nc1ccc2nc3c(c(Cl)c2c1)CCCC3`?
P. falciparum M17LAP: -38.3%; RSV CPE inhibition: 0.2%; T cell modulator: inactive; M1AAP inhibition: 7.1%; West Nile antiviral: 0.2%; UTI89 phage lysis: -0.4%[50 µM]; T cell modulator vesicle-bound %: 24.0

Results for CC1(C)CC(=O)C=C(NC2CC(C)(C)NC(C)(C)C2)C1 ?
P. falciparum M17LAP: -3.5%; PMI inhibitors: -1.6%; RSV CPE inhibition: 0.4%; T cell modulator: inactive; M1AAP inhibition: 3.9%; TNAP activators: 1.1; West Nile antiviral: -0.1%; UTI89 phage lysis: 0.6%; human PMI inhibitors: -2.9%; T cell modulator vesicle-bound %: 27.0

What do the screens show for `CCN(c1ccccc1)S(=O)(=O)c1ccc(OC)c(NS(=O)(=O)c2cccs2)c1`?
P. falciparum M17LAP: 3.4%; PMI inhibitors: 0.5%; RSV CPE inhibition: 1.6%; T cell modulator: inactive; M1AAP inhibition: 12.4%; TNAP activators: 1.1; West Nile antiviral: -0.4%; UTI89 phage lysis: -0.5%[50 µM]; human PMI inhibitors: 2.4%; T cell modulator vesicle-bound %: 44.6

Results for CCc1ccc(N2C(=O)CN(CC(=O)OC)C2=S)cc1 ?
P. falciparum M17LAP: 9.5%; RSV CPE inhibition: 1.0%; T cell modulator: inactive; M1AAP inhibition: 13.7%; TNAP activators: 1; West Nile antiviral: -0.3%; UTI89 phage lysis: 3.6%; T cell modulator vesicle-bound %: 42.1

What do the screens show for `COCCNC(=O)CSc1nc2cc(OC)c(OC)cc2c(=O)n1CCC1=CCCCC1`?
P. falciparum M17LAP: 8.2%; PMI inhibitors: 9.9%; M1AAP inhibition: 4.4%; TNAP activators: 1; West Nile antiviral: 1.9%; UTI89 phage lysis: 0.3%; human PMI inhibitors: 4.0%

Results for Cc1ccn2cc(CCNC(=O)COc3ccccc3)nc2c1 ?
P. falciparum M17LAP: -5.1%; RSV CPE inhibition: -1.8%; T cell modulator: inactive; M1AAP inhibition: 7.8%; West Nile antiviral: -0.1%; UTI89 phage lysis: 0.2%; T cell modulator vesicle-bound %: 14.6

Results for CN(C(=O)c1ccc(OC2CCN(Cc3ccccn3)CC2)cc1)C1CCCCC1 ?
RSV CPE inhibition: 0.2%; T cell modulator: inactive; West Nile antiviral: -0.8%; UTI89 phage lysis: -0.2%; T cell modulator vesicle-bound %: 17.1

What do the screens show for `Cc1ccc(/C=N/NC(=O)c2ccc(NC(=O)c3ccccc3Cl)cc2)o1`?
RSV CPE inhibition: 1.8%; T cell modulator: inactive; West Nile antiviral: -0.5%; UTI89 phage lysis: 0.1%; T cell modulator vesicle-bound %: 11.8

Results for CCOC(=O)C1(C)C=C(Nc2ccccc2)C(=O)N1c1ccccc1 (stereo not drawn) ?
P. falciparum M17LAP: -2.3%; PMI inhibitors: -1.1%; RSV CPE inhibition: -0.7%; T cell modulator: inactive; M1AAP inhibition: -0.4%; TNAP activators: 1.1; West Nile antiviral: 0.2%; UTI89 phage lysis: 0.4%; human PMI inhibitors: -1.9%; T cell modulator vesicle-bound %: 50.1

What do the screens show for `Cn1c(=O)c2c(SCc3c(F)cccc3Cl)nc(CC(C)(C)C)nc2n(C)c1=O`?
P. falciparum M17LAP: -5.8%; PMI inhibitors: 20.6%; RSV CPE inhibition: 25.2%; T cell modulator: inactive; M1AAP inhibition: -3.5%; TNAP activators: 1; West Nile antiviral: -0.1%; UTI89 phage lysis: 1.9%; human PMI inhibitors: 18.7%; T cell modulator vesicle-bound %: 51.3

What do the screens show for `O=C(CNC(=O)C1COc2ccccc2O1)N/N=C\c1cccc(O)c1` (stereo not drawn)?
P. falciparum M17LAP: -9.0%; PMI inhibitors: 3.9%; RSV CPE inhibition: 1.6%; T cell modulator: inactive; M1AAP inhibition: 2.5%; TNAP activators: 1.2; UTI89 phage lysis: 2.1%; human PMI inhibitors: -10.8%; T cell modulator vesicle-bound %: 43.2

What do the screens show for `O=C(NCCN1CCCCCC1)C1CC(=O)N(CCc2ccccc2)C1` (stereo not drawn)?
P. falciparum M17LAP: 2.3%; PMI inhibitors: -0.3%; RSV CPE inhibition: -0.7%; T cell modulator: inactive; M1AAP inhibition: -1.5%; TNAP activators: 1.1; West Nile antiviral: 0.2%; UTI89 phage lysis: 1.9%; human PMI inhibitors: 5.2%; T cell modulator vesicle-bound %: 43.2

Results for S=C(Nc1ccc(Cl)cc1)N(CCCN1CCOCC1)Cc1ccco1 ?
P. falciparum M17LAP: -9.1%; PMI inhibitors: 1.1%; RSV CPE inhibition: 4.3%; T cell modulator: inactive; M1AAP inhibition: 4.2%; TNAP activators: 1; West Nile antiviral: -1.7%; UTI89 phage lysis: 0.2%; human PMI inhibitors: 2.1%; T cell modulator vesicle-bound %: 41.5

What do the screens show for `Cc1ccn2c(C(=O)N/N=C\c3cccs3)c(C)nc2c1`?
P. falciparum M17LAP: 50.8%; PMI inhibitors: 14.9%; RSV CPE inhibition: 1.2%; T cell modulator: inactive; M1AAP inhibition: 8.5%; TNAP activators: 1.1; West Nile antiviral: 0.4%; UTI89 phage lysis: -0.3%; human PMI inhibitors: 15.2%; T cell modulator vesicle-bound %: 15.1

How did CCCCC1CCC(C(=O)Nc2ccc(S(=O)(=O)Nc3nccs3)cc2)CC1 (stereo not drawn) do in these assays?
P. falciparum M17LAP: 13.9%; PMI inhibitors: 17.0%; RSV CPE inhibition: 36.5µM*; T cell modulator: inactive; M1AAP inhibition: -21.7%; TNAP activators: 1.1; West Nile antiviral: -0.1%; UTI89 phage lysis: 0.5%; human PMI inhibitors: 12.5%; T cell modulator vesicle-bound %: 10.3

How did Cc1cc(C)nc(Nc2n[nH]c(Cc3ccccc3)n2)n1 do in these assays?
P. falciparum M17LAP: 5.0%; PMI inhibitors: -11.2%; M1AAP inhibition: -4.7%; TNAP activators: 1.8; West Nile antiviral: -0.2%; human PMI inhibitors: -13.3%

How did CCCCc1nc(SCC(=O)Nc2ncccn2)n[nH]1 do in these assays?
P. falciparum M17LAP: 15.3%; PMI inhibitors: 4.7%; RSV CPE inhibition: 1.8%; T cell modulator: inactive; M1AAP inhibition: -6.1%; TNAP activators: 0.4; UTI89 phage lysis: 0.7%; human PMI inhibitors: 7.8%; T cell modulator vesicle-bound %: 24.2

Results for Cc1ccc(C)c(OCCn2cc(C(=O)O)c3ccccc32)c1 ?
P. falciparum M17LAP: 43.4%; PMI inhibitors: -12.1%; RSV CPE inhibition: 8.3%; T cell modulator: inactive; M1AAP inhibition: -1.3%; TNAP activators: 1.1; human PMI inhibitors: -9.1%; T cell modulator vesicle-bound %: 36.5

Compounds were not picked by outcome. Share with any hit: about 1.5%.
